VEEV TC-83 Vero: inhibitors of VEEV TC-83 cytopathic effect, confirmation, Vero cells (AID 588727); Vero cells, VEEV TC-83 cytopathic effect inhibition; higher % means a stronger effect; inhibition, % at 20 µM; hits with a dose series show IC50 in µM; actives 0.13% (n = 350,000); in the data active = a potency from the dose series; inconclusive = inhibition mostly from about 14% at the one dose, without a potency; inactive = the rest, 99 in 100 with inhibition below about 12%; also: strong numbers were not always called active
H1N1 NS1A inhibition: H1N1 influenza NS1A inhibitors, functional cell based assay (AID 504329); NS1A functional cell-based assay, percent inhibition; higher % means a stronger effect; inhibition, % at 12.5 µM; hits with a dose series show IC50 in µM; actives 0.3% (n = 340,000); in the data active = a potency from the dose series; inconclusive = inhibition above about 27% without an active follow-up result; also: strong numbers were not always called active
M. tuberculosis: growth inhibition of non-replicating M. tuberculosis (AID 488890) | Mycobacterium tuberculosis non-replicating, growth inhibition; higher % means a stronger effect | inhibition, % at 25 µM, or IC50 in µM where a hit was titrated | actives 0.39% (n = 320,000); in the data active = a potency from the dose series; inconclusive = inhibition mostly from about 82% at the one dose, without a potency; inactive = the rest, 99 in 100 with inhibition below about 76%;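 also: plate controls were DMSO cells for no effect and high antibiotic wells for full effect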
M. tuberculosis HTS: M. tuberculosis growth inhibition, HTS (AID 449762). M. tuberculosis H37Rv growth inhibition, 7H9 media; higher % means a stronger effect. one-dose inhibition, % at 25 µM; IC50 in µM for titrated hits. actives 0.59% (n = 330,000); in the data active = a potency from the dose series; inconclusive = inhibition above about 70% without an active follow-up result;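 also: bacterial growth assessed after seven days of incubation; strong numbers were not always called active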
PhoP GFP inhibition: PhoP regulon inhibitors, Salmonella typhi PhoP promoter GFP reporter, confirmatory (AID 1850); inhibition, % at 50 µM; hits with a dose series show IC50 in µM; Salmonella Typhi PhoP-promoter GFP reporter, fluorescence, 4 h; higher % means a stronger effect; actives 0.33% (n = 310,000); in the data active = a potency from the dose series; inconclusive = inhibition mostly from about 25% at the one dose, without a potency; inactive = the rest, 99 in 100 with inhibition below about 19%;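 also: 0% = induced wells with vehicle and 100% = uninduced wells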
VEEV TC-83 Vero 10K pilot screen: further read-out of VEEV TC-83 Vero, marked with its call; inhibition, %; measured here: 10K pilot screen inhibition
Starred values were filed as active, the others as inactive; i = inactive; ? = inconclusive; . = no result given.

SMILES	VEEV TC-83 Vero	H1N1 NS1A inhibition	M. tuberculosis	M. tuberculosis HTS	PhoP GFP inhibition	others
Cc1noc(C)c1CSCC(=O)N(C)CC(=O)Nc1ccc(Cl)cc1	1.2%	-14%	-7%	-8%	-10%
CCN1CCN(S(=O)(=O)c2ccc(Cl)c(C(=O)N(C)Cc3ccc(F)cc3)c2)CC1	1.8%	-11%	-10%	-6%	3%
CCSc1ccc2c(c1)N(CCCN1CCN(C)CC1)c1ccccc1S2	7.8%	28%	77%	19µM*	46µM*
COc1cc(-c2nnc(NC(=O)c3ccc(S(=O)(=O)N4CCOCC4)cc3)o2)cc(OC)c1OC	.	.	-19%	5%	-3%
CN(c1ccccc1)S(=O)(=O)c1ccc(NC(=O)c2ccc(F)cc2)cc1	1.8%	-23%	17%	?	-3%
CCOc1ccc(NC(=O)Cn2nc(C(N)=O)c3ccccc3c2=O)cc1S(=O)(=O)N1CCCC1	1.5%	3%	20%	-8%	.
CCn1c(SCC(=O)OCC(=O)N2c3ccccc3NC(=O)C2(C)C)nnc1-c1ccco1	0.6%	7%	-1%	-2%	5%
COc1ccc(-c2oc3ccccc3c2C(=O)OCc2ccccc2OC)cc1	i	6%	4%	-3%	5%
OCCN=C1CCCc2c1[nH]c1ccc(Cl)cc21	i	-9%	3%	11%	-8%
CCOc1ccc(Nc2ncnc3c2nnn3Cc2ccccc2)cc1	0.5%	14%	30%	6%	1%
O=C1CCCCC1S(=O)(=O)c1ccccc1 (configuration not stated)	1.1%	-2%	5%	-2%	-4%
Cc1cc(O)c(-c2n[nH]c3c2C(c2cccc(O)c2)N(Cc2cccnc2)C3=O)cc1Cl (configuration not stated)	i	2%	3%	-13%	-7%
O=c1c2ccccc2n(Cc2ccc(F)cc2)c(=O)n1C1CCCC1	2.8%	-4%	10%	7%	12%
O=c1cc(-c2ccc(Cl)cc2)oc(=O)[nH]1	0.5%	-8%	14%	17%	-3%
Cc1c(C)c2c(OCC(=O)N3CCC(O)CC3)cc3c(c2oc1=O)CCC(C)(C)O3	5.6%	-4%	-7%	-8%	16%
O=C(O)CCc1ccc(-c2cccs2)n1CCC(=O)O	i	1%	-16%	-4%	4%
Nc1nc2ccccc2n1CCOc1ccc(Br)cc1	i	-7%	i	?	5%
CCCN(C1CCS(=O)(=O)C1)S(=O)(=O)c1ccc(F)cc1 (configuration not stated)	3.4%	-7%	-13%	-1%	4%
Nc1ccccc1Oc1ncc(C(F)(F)F)cc1Cl	0.3%	1%	-9%	-2%	-4%
CC(Sc1ccccc1)C(=O)NN=C1CCCCCC1 (configuration not stated)	0.7%	-7%	5%	-4%	-6%

Continued; the last 2 above are carried over.
SMILES	VEEV TC-83 Vero	H1N1 NS1A inhibition	M. tuberculosis	M. tuberculosis HTS	PhoP GFP inhibition	others
Nc1ccccc1Oc1ncc(C(F)(F)F)cc1Cl	0.3%	1%	-9%	-2%	-4%
CC(Sc1ccccc1)C(=O)NN=C1CCCCCC1 (configuration not stated)	0.7%	-7%	5%	-4%	-6%
Cc1cccc(N2C(=O)SC(N(CC(=O)O)c3cccc(C)c3)C2=O)c1 (configuration not stated)	0.2%	1%	-11%	-5%	-6%
Cc1ccc(CNC(=O)c2ccc3c(=O)n(CCCN4CCCC4=O)c(=S)[nH]c3c2)cc1	0.3%	2%	-12%	-14%	-5%
COc1cc(C=NNC(=O)c2ccccc2-n2cccc2)ccc1O	8.6%	10%	1%	0%	.
CNC(=O)COC(=O)/C=C/c1cccs1	i	2%	-10%	-3%	-4%
O=c1[nH]c(=O)n(C2OC(CO)C(O)C2O)cc1F (configuration not stated)	13%	-26%	.	.	.
COc1ccc(OCc2ccc(C(=O)N3CCOCC3)cc2)cc1	2.8%	9%	-3%	-2%	-12%
NC(=O)CN1CCN(c2ccccc2F)CC1	0.2%	-3%	13%	1%	-3%
CCCCCN(C(=O)CCC(=O)OCc1ccccc1Cl)c1c(N)n(CCCC)c(=O)[nH]c1=O	4.7%	6%	36%	13%	13%
CCOc1ccc2nc(C(C)O)[nH]c2c1 (configuration not stated)	i	3%	-34%	-6%	-8%
Cc1nn(-c2ccc(F)cc2)c(Cl)c1C(=O)OC(C)C(=O)N(C)C1CCCCC1 (configuration not stated)	5.7%	-1%	24%	0%	.
Cc1nc2ccccc2[nH]c1=O	0.6%	6%	2%	2%	-1%
CSc1ccc(C(=O)C2CCCN(C(=O)c3ccsc3)C2)cc1 (configuration not stated)	0.9%	10%	15%	-3%	5%
O=C(Nc1ccc(S(=O)(=O)Nc2ncccn2)cc1)c1cccc(S(=O)(=O)N2CCOCC2)c1	0.3%	-9%	0%	-16%	4%
COc1ccc(NC(=O)CN2C(=O)NC3(CCCCCC3)C2=O)cc1Cl	1.1%	4%	-7%	-3%	.
COC(=O)CCC(NC(=O)c1cc(-c2ccc3c(c2)OCCO3)oc1C)C(=O)OC (configuration not stated)	5.2%	12%	18%	-13%	4%
Cn1c2ccccc2n2c(=O)c(=O)n(CC(=O)c3ccc(Cl)cc3)nc12	1.1%	-1%	-4%	-8%	1%
S=C(NC1CCCCC1)N1CCOCC1	1.7%	2%	2%	3%	2%
COCC(=O)N(Cc1cc2ccc(C)cc2[nH]c1=O)c1cccc(C)c1	1.3%	2%	2%	-2%	-4%
CCC(=O)N1c2ccc(S(=O)(=O)CCC(=O)NCc3ccc4c(c3)OCO4)cc2CC1C (configuration not stated)	0.1%	6%	13%	0%	8%
C/C=C(\C)CN1CCC(n2nccc2NC(=O)c2ccc3c(c2)OCO3)CC1	0.7%	5%	-5%	-5%	5%
NC(=O)Cn1nc([N+](=O)[O-])nc1Oc1ccc(Br)cc1	i	8%	43%	2%	6%
CCOC(=O)C1=C(C)N(c2ccc(OCC)cc2)C(=O)/C1=C\c1ccco1	1.1%	8%	4%	0%	9%	VEEV TC-83 Vero 10K pilot screen=1.0
CCCCC(O)(c1ccc(CC)cc1)C(CN1CCOCC1)c1ccccc1 (configuration not stated)	i	-1%	3%	27%	10%
O=C(NCc1ccc(Cl)cc1)N1CCN(Cc2ccccc2)CC1	i	-5%	15%	1%	-6%
COc1ccc(C2C(C(=O)/C=C/c3ccco3)=C(O)C(=O)N2CCN2CCOCC2)cc1OC (configuration not stated)	0.1%	-2%	7%	1%	3%
Cc1cc(N2CCCC2=O)ccc1S(=O)(=O)NCCOc1ccccc1	i	.	-3%	-4%	0%
CN(C(=O)c1cc2nc(-c3ccco3)cc(C(F)(F)F)n2n1)C1CCCCC1	0.7%	-6%	8%	33%	-6%
Cc1cc(N2CCN(C(=O)c3ccco3)CC2)c2ccccc2n1	0.1%	-2%	-12%	5%	-7%
CN(CCOc1ccccc1)C(=O)c1ccc(F)c(S(=O)(=O)N2CCOCC2)c1	0.8%	-4%	-2%	-7%	0%
CC(=O)c1sc2nc(CSc3nnnn3-c3ccccc3)[nH]c(=O)c2c1C	3.1%	-1%	-1%	0%	22%
O=C(c1ccc(Br)o1)N1CCN(CCc2ccncc2)CC1	1.8%	-5%	-4%	-3%	-7%
CC1=CCC(COC(=O)Nc2ccccc2)CC1 (configuration not stated)	4.5%	-7%	71%	7%	0%
O=C(O)C(Cc1ccccc1)n1c(=S)[nH]c2ccccc2c1=O (configuration not stated)	i	3%	-2%	1%	6%
O=C1CCCCC1Nc1ccc([N+](=O)[O-])cc1 (configuration not stated)	i	2%	.	.	.
Oc1ccccc1/C=N/NC(=S)NC1CC2CC1C1C=CCC21 (configuration not stated)	i	-7%	?	11µM*	5%
O=C(C[C@@H]1C/C=C/CC[C@H](Cc2ccc(F)cc2)C(=O)O[C@H](c2ccccc2)CNC1=O)NCCO	i	-2%	-6%	2%	.
O=C(CCc1ccc(S(=O)(=O)N2CCOCC2)cc1)Nc1ccccc1F	2.4%	-24%	-1%	7%	.
CC(C)OC(=O)/C(C#N)=C/c1c[nH]c2ccccc12	2.9%	-6%	61%	8%	-1%
CCOc1ccc(N2C(=O)C3CCCN3C2=O)cc1 (configuration not stated)	i	1%	-14%	-3%	4%
CCOc1ccc(CNn2nnnc2N)cc1	i	1%	3%	-3%	8%
CCOc1ccc(C(=O)Nc2cccc([N+](=O)[O-])c2)cc1Br	1.1%	2%	-5%	7%	-5%
O=C(CCNC(=O)c1ccccc1Cl)Nc1nc2ccc(F)cc2s1	7.5%	1%	26%	17%	.
CN(C)CCNc1oc(COc2ccc(-c3ccccc3)cc2)nc1C#N	i	7%	80%	49%	59µM*
COc1ccc2o/c(=N/NC(=O)c3cccs3)c(C(N)=O)cc2c1	9.6%	-3%	-2%	10%	-13%
NC(=O)C[C@H](N)c1cn([C@@H](CC(N)=O)C(=O)N2CCNCC2)nn1	0.2%	9%	1%	3%	3%	VEEV TC-83 Vero 10K pilot screen=0.6
Cc1c(Cl)cccc1NC(=S)N1CCCN(Cc2ccc(F)cc2)C1	0.3%	16%	23%	12%	-5%
CCOC(=O)c1cncc(C#CCOC(=O)Nc2ccc(OC(F)(F)F)cc2)c1	2.5%	1%	17%	2%	0%
CCn1c2ccccc2c2cc(NC(=O)COC(=O)c3cc(Cl)c(N)cc3OC)ccc21	3.2%	-2%	28%	14%	3%
Cc1cccc(OCC(=O)Nc2ccc(S(=O)(=O)Nc3onc(C)c3C)cc2)c1C	1.6%	-11%	-3%	-4%	-9%
Cc1cc(=O)[nH]c(=O)n1Cc1ccccc1	0.9%	4%	13%	11%	-11%
CCOC(=O)CON1C(=O)C(=O)N(OCC(=O)OCC)[C@H]2CCCC[C@H]21	7.8%	-18%	-11%	10%	-15%
COc1ccc(CNC(=O)COC(=O)c2cc3ccccc3cc2O)cc1OC	2.0%	-9%	57%	9%	.
CCN(CC)C(CNC(=O)CSc1nnnn1-c1ccc(C)c(C)c1)c1ccco1 (configuration not stated)	0.1%	-2%	22%	2%	.
Cc1cc(C)nc(NC(=O)/C=C/c2cccs2)c1	2.0%	-11%	74%	-1%	-11%
CCn1c(=O)cc(N2CCCCC2)[nH]c1=O	0.9%	2%	-13%	4%	-5%
O=C(CCCn1c(SCC(=O)c2ccccc2)nc2ccccc2c1=O)NCC1CCCO1 (configuration not stated)	2.7%	-7%	17%	-7%	2%
COc1ccc(CCN(C)C(=O)c2ccc(S(=O)(=O)NCc3ccco3)cc2)cc1OC	2.7%	-6%	-11%	3%	-1%
CCOC(=O)CN(Cc1sccc1C)C(=O)Nc1ccc(OC)cc1OC	0.1%	16%	4%	1%	-1%
COc1ccc(-n2c(Cc3cccn3C)nnc2SCC(=O)Nc2ccccc2OC)cc1	1.7%	13%	13%	2%	0%
O=C1[C@H]2[C@@H](c3ccc(Cl)cc3)N3C(=O)N(c4cccc(Cl)c4)C(=O)[C@@]3(Cc3ccccc3)[C@H]2C(=O)N1C1CCCCC1	0.1%	-31%	26%	1%	16%

Some of these compounds in order of molecular weight, lowest first:
SMILES	VEEV TC-83 Vero	H1N1 NS1A inhibition	M. tuberculosis	M. tuberculosis HTS	PhoP GFP inhibition	others
CCn1c(=O)cc(N2CCCCC2)[nH]c1=O	0.9%	2%	-13%	4%	-5%
O=C1CCCCC1Nc1ccc([N+](=O)[O-])cc1 (configuration not stated)	i	2%	.	.	.
O=C1CCCCC1S(=O)(=O)c1ccccc1 (configuration not stated)	1.1%	-2%	5%	-2%	-4%
O=c1[nH]c(=O)n(C2OC(CO)C(O)C2O)cc1F (configuration not stated)	13%	-26%	.	.	.
Cc1cc(N2CCCC2=O)ccc1S(=O)(=O)NCCOc1ccccc1	i	.	-3%	-4%	0%

Carrying on:
SMILES	VEEV TC-83 Vero	H1N1 NS1A inhibition	M. tuberculosis	M. tuberculosis HTS	PhoP GFP inhibition	others
C/C(=N\Nc1ccccc1)c1c(O)[nH]c(=O)[nH]c1=O	0.3%	-5%	68%	?	11%
CCN1C(=O)C(CC(=O)NCCc2ccccc2)N(NC(=O)c2cccnc2)C1=S (configuration not stated)	0.9%	12%	8%	12%	0%
COc1ccc(CCN2CC(C(=O)NCC(c3ccccc3)N(C)C)CC2=O)cc1OC (configuration not stated)	0.2%	-3%	-8%	-3%	.
Cc1cc(C(=O)Nc2ccccc2C(=O)O)oc1C	0.7%	1%	22%	12%	-4%
CCN(CC(=O)Nc1ccc(OC)cc1)CC(=O)N1CC(=O)Nc2ccccc21	i	-5%	12%	0%	.

Not a retest: an excerpt of the list.
SMILES	VEEV TC-83 Vero	H1N1 NS1A inhibition	M. tuberculosis	M. tuberculosis HTS	PhoP GFP inhibition	others
Cc1cc(C(=O)Nc2ccccc2C(=O)O)oc1C	0.7%	1%	22%	12%	-4%
CCN(CC(=O)Nc1ccc(OC)cc1)CC(=O)N1CC(=O)Nc2ccccc21	i	-5%	12%	0%	.
